# Screens deposited in PubChem BioAssay by Broad Institute.
# STK33 kin inh: human STK33 kinase inhibition | Q9BYT3 | AID 2322 | ADP-Glo luminescence, MBP substrate | 0.44% of 27,000 active | inhibition, % at 12.5 µM; in the data active means inhibition above about 20%; inconclusive means no clear call, values can overlap the other calls
# Target sequence (Q9BYT3 whole entry, looked up): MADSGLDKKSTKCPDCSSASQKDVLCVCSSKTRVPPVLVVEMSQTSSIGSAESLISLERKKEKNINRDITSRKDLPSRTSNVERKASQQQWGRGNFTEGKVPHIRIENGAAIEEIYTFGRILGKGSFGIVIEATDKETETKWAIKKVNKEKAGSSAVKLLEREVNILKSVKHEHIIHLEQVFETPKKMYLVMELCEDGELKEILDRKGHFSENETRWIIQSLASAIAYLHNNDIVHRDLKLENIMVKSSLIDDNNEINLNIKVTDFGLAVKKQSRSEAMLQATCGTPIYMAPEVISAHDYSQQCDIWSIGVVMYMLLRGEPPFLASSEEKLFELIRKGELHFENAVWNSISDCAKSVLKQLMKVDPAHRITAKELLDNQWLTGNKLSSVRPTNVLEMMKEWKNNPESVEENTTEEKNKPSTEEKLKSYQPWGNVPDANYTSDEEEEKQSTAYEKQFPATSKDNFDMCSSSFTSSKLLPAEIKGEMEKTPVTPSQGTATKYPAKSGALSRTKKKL
# p53 PUMA act: restores mutant p53 pathway signaling in SW480 cells. SW480 PUMA-promoter luciferase, p53 mutant reactivation. activation, % at 9.98 µM. 1.5% of 28,000 active; in the data active means activation above about 52%; inconclusive means no clear call, values can overlap the other calls
# Active calls of the source: *; u = inconclusive; x = not tested or not shown. These rows are one share of the data (hit frequency here may not be typical).
SMILES,STK33 kin inh,p53 PUMA act
C[C@@H]1CN([C@@H](C)CO)C(=O)c2cc(NC(=O)Cc3ccccc3)ccc2O[C@@H](C)CCCCO[C@@H]1CN(C)C(=O)CCC(F)(F)F,x,3
Cc1c(NC(=O)CS(=O)(=O)c2ccccc2)c(=O)n(-c2ccccc2)n1C,-3,-4
C[C@H]1CN([C@@H](C)CO)C(=O)c2cc(NS(=O)(=O)c3ccccc3)ccc2O[C@@H]1CN(C)C(=O)Nc1ccc(F)cc1,-2,x
C[C@H](CO)N1C[C@H](C)[C@H](CN(C)C(=O)Nc2ccc(F)cc2)Oc2ncc(-c3ccc(C#N)cc3)cc2C1=O,x,-8
COCCOC(=O)N1C(=O)[C@@]2(c3cc(C#Cc4ccc(OC)cc4)ccc31)[C@H](C(=O)NC[C@H](O)c1ccccc1)[C@H]1C(=O)O[C@H](c3ccccc3)[C@H](c3ccccc3)N1[C@@H]2c1ccc(OCCO)cc1,7,x
Cc1noc2ncnc(SCc3ccc(Cl)cc3)c12,x,14
CC(C)NC(=O)N(C)C[C@@H]1OCCCC[C@@H](C)Oc2ccc(NC(=O)Nc3cccc4ccccc34)cc2C(=O)N([C@@H](C)CO)C[C@@H]1C,x,-4
C[C@@H]1CN([C@H](C)CO)C(=O)Cc2cc(NC(=O)Cc3cn(C)c4ccccc34)ccc2O[C@H]1CN(C)S(=O)(=O)c1cccs1,x,-14
O=C(Nc1ccc2c(c1)[C@H]1C[C@H](CC(=O)N3CCCCC3)O[C@H](CO)[C@H]1O2)C1CCC1,x,8
COCC(=O)N(C)C[C@@H]1Oc2cc(C#CCN(C)C)ccc2S(=O)(=O)N([C@H](C)CO)C[C@H]1C,x,4
COc1ccc(S(=O)(=O)Nc2ccc3c(c2)CC(=O)N([C@H](C)CO)C[C@H](C)[C@@H](CN(C)S(=O)(=O)c2ccc(OC)cc2)O3)cc1,x,3
C[C@@H]1CN([C@H](C)CO)C(=O)c2cc(NC(=O)NC3CCCCC3)ccc2O[C@@H]1CN(C)Cc1ccc(C(=O)O)cc1,x,7
C[C@@H]1CCCCO[C@H](CN(C)Cc2ccc3c(c2)OCO3)[C@H](C)CN([C@H](C)CO)C(=O)c2cc(NS(=O)(=O)c3ccccc3)ccc2O1,x,-10
C[C@H](CO)N1C[C@H](C)[C@@H](CN(C)S(=O)(=O)c2cccs2)Oc2ccc(NC(=O)C3CC3)cc2C1=O,x,3
Nc1nnc(SCC(=O)Nc2cc(Cl)cc(Cl)c2)s1,3,12
C[C@H](CO)N1C[C@H](C)[C@@H](CN(C)C(=O)NC2CCCCC2)Oc2ccc(NC(=O)NC3CCCCC3)cc2CC1=O,x,3
C[C@@H]1CCCCO[C@H](CN(C)Cc2ccccc2)[C@@H](C)CN([C@@H](C)CO)C(=O)c2cc(NC(=O)Nc3ccc4c(c3)OCO4)ccc2O1,x,-16
O=C(C[C@@H]1C[C@H]2c3cc(NS(=O)(=O)c4ccccc4)ccc3O[C@H]2[C@H](CO)O1)NCC(F)(F)F,x,0
Cc1ccc(NC(=O)CCn2cnc3ccccc3c2=O)cc1C,4,4
O=C(CSc1nnc(-c2cccs2)n1-c1ccccc1)c1ccc(Br)cc1,4,10
COc1ccc(NC(=O)N(C)C[C@@H]2Oc3ccc(NC(=O)Cc4cn(C)c5ccccc45)cc3CC(=O)N([C@H](C)CO)C[C@H]2C)cc1,1,x
CCCn1c(=O)c(C#N)cn(C2CC2)c1=O,x,-7
COc1cc(CCO)ccc1O[C@@H]1O[C@H](CO)[C@@H](O)[C@H](O)[C@H]1O,-5,1
Nc1cc(=O)[nH]c(S/C=C/c2ccccc2)n1,x,10
Cc1cccc(-n2nc([N+](=O)[O-])c(=NCc3cccnc3)n2O)c1,-3,7

# Among those listed so far, these have an aryl thioether with sulfur outside any ring.
SMILES,STK33 kin inh,p53 PUMA act
Cc1noc2ncnc(SCc3ccc(Cl)cc3)c12,x,14
Nc1nnc(SCC(=O)Nc2cc(Cl)cc(Cl)c2)s1,3,12
O=C(CSc1nnc(-c2cccs2)n1-c1ccccc1)c1ccc(Br)cc1,4,10
Nc1cc(=O)[nH]c(S/C=C/c2ccccc2)n1,x,10

# Whole records, quoted from the list. Order of screens: STK33 kin inh, p53 PUMA act
# O=C(Nc1ccc2c(c1)[C@H]1C[C@H](CC(=O)N3CCCCC3)O[C@H](CO)[C@H]1O2)C1CCC1 reads x, 8
# C[C@@H]1CCCCO[C@H](CN(C)Cc2ccc3c(c2)OCO3)[C@H](C)CN([C@H](C)CO)C(=O)c2cc(NS(=O)(=O)c3ccccc3)ccc2O1 reads x, -10

# The list continues.
SMILES,STK33 kin inh,p53 PUMA act
Cc1cccc(-n2c(C)nnc2SCC(=O)Nc2ccc(Br)cc2Cl)c1,6,10
COc1ccc2cc1/C=C\NC(=O)C(Cc1ccccc1)NC(=O)C1C(CCN1C(=O)C(NC(=O)C(C)N(C)C)C(C)C)O2 (centres undefined),-2,-8
OC(CCN1CCCCC1)(c1ccccc1)C1C[C@@H]2C=C[C@H]1C2 (some centres undefined),1,-11
Cc1ccc(S(=O)(=O)N(C)CC(=O)Nc2c(F)cccc2F)cc1,1,-6
COc1ccc(S(=O)(=O)Nc2ccc3c(c2)CC(=O)N([C@H](C)CO)C[C@H](C)[C@H](CN(C)Cc2ccc(Cl)c(Cl)c2)O3)cc1,-12,x
C[C@@H]1CCCCO[C@H](CN(C)C(=O)CCC(F)(F)F)[C@@H](C)CN([C@H](C)CO)C(=O)c2cc(NC(=O)Nc3ccc4c(c3)OCO4)ccc2O1,1,-9
OC(CN1CCN(C/C=C/c2ccccc2)CC1)Cn1c2ccccc2c2ccccc21 (centres undefined),-7,-4
CCNS(=O)(=O)c1cc(-c2nnc(Nc3ccc(NC(C)=O)cc3)c3ccccc23)ccc1C,1,13
COCCCNC(=O)[C@@]1(C)c2ccccc2C(=O)N(Cc2cc(F)cc(C(F)(F)F)c2)[C@H]1c1ccc(CO)cc1,-12,x
COc1ccc(NC(=O)CN(c2ccc(Br)c(C)c2)S(C)(=O)=O)cc1Cl,-3,10
O=C(CSc1nnc(-c2ccc(Br)cc2)o1)Nc1ccc(Cl)cc1Cl,0,15
CCN1C(=O)c2cccc3c(S(=O)(=O)N4CCCC4C(=O)O)ccc1c23 (centres undefined),0,-3
CC(C)CC(C(=O)Nc1cccc([N+](=O)[O-])c1)N1C(=O)c2ccccc2C1=O (centres undefined),-1,7
O=C(CSc1nnc(-c2ccco2)n1-c1ccccc1)Nc1ccc(F)cc1,-4,7
COc1ccc(S(=O)(=O)N(C)C[C@H]2OCCCC[C@@H](C)Oc3ccc(NC(=O)Nc4ccccc4)cc3C(=O)N([C@H](C)CO)C[C@@H]2C)cc1,-4,x
CC(NC(=O)CSc1nnc2c3ccccc3n(C)c2n1)c1ccccc1 (centres undefined),1,19
Cc1cccc(C)c1NC(=O)CN(c1ccc(Cl)c(C(F)(F)F)c1)S(C)(=O)=O,1,7
O=C(Cc1ccccc1)NC1CCN(C(=O)c2ccco2)CC1,1,x
Cc1ccc(-c2cc(C(F)F)n3ncc(C(=O)NCCN4CCOCC4)c3n2)cc1,1,12
Cc1ccc(S(=O)(=O)Nc2ccc3c(c2)C(=O)N([C@H](C)CO)C[C@H](C)[C@H](CN(C)C(=O)Nc2c(C)noc2C)O3)cc1,-1,x
CCc1ccc(NC(=O)Cn2cnc3ccccc3c2=O)cc1,2,-4
C[C@H](CO)N1C[C@H](C)[C@H](CN(C)Cc2ccncc2)Oc2ccc(NC(=O)Nc3cccc4ccccc34)cc2C1=O,-1,x
COc1cc(C(O)CCOC2OC(CO)C(O)C(O)C2O)cc2cc(-c3ccc4c(c3)OCO4)oc12 (centres undefined),-5,26
Cc1ccc(NC(=O)COc2ccccc2)c(NC(=O)C2CC2)c1,3,u
C[C@@H]1CN([C@H](C)CO)C(=O)Cc2cc(NC(=O)Cn3cnnn3)ccc2O[C@H]1CN(C)Cc1ccc(-c2ccccc2)cc1,3,x

# (next part)
SMILES,STK33 kin inh,p53 PUMA act
CNC(=O)CN(c1cc(C)ccc1C)S(C)(=O)=O,-2,-4
CC(C)NC(=O)N(C)C[C@@H]1OCCCC[C@@H](C)Oc2ccc(NC(=O)Nc3ccc4c(c3)OCO4)cc2C(=O)N([C@@H](C)CO)C[C@@H]1C,x,7
O=C(CC1NCCNC1=O)Nc1ccc([N+](=O)[O-])cc1 (centres undefined),-1,19
Cc1cc2ncn(CC(O)COC3CCCCC3)c2cc1C (centres undefined),-2,-5
O=C1O[C@@H](c2ccccc2)[C@@H](c2ccccc2)N2[C@@H](c3ccc(OCCO)cc3)[C@]3(C(=O)Nc4ccc(C#CC5=CCCCC5)cc43)[C@@H](C(=O)O)[C@H]12,19,x
Cc1nccn1CC1CCC2C(C1=O)c1ccccc1N2C (centres undefined),x,27
O=C(C[C@H]1C[C@H]2c3cc(NC(=O)CC4CC4)ccc3O[C@H]2[C@H](CO)O1)NCC1CC1,x,-4
O=C(CC1CC1)Nc1ccc2c(c1)[C@@H]1C[C@H](CC(=O)N3CCc4ccccc4C3)O[C@@H](CO)[C@@H]1O2,x,0
C[C@H](CO)N1C[C@H](C)[C@H](CN(C)C(=O)NC2CCCCC2)Oc2c(NS(=O)(=O)c3cccs3)cccc2C1=O,x,-13
Cc1noc(C)c1NC(=O)N(C)C[C@H]1Oc2ccc(NS(C)(=O)=O)cc2CC(=O)N([C@@H](C)CO)C[C@H]1C,-3,13
CC(C)c1ccc(NC(=O)CN(C)S(=O)(=O)c2ccc3ccccc3c2)cc1,-1,-3
C[C@@H]1CCCCO[C@H](CN(C)C(=O)Cc2ccccc2)[C@H](C)CN([C@@H](C)CO)C(=O)c2cc(NC(=O)Nc3ccc(F)cc3)ccc2O1,x,-39
C[C@@H]1CN([C@H](C)CO)C(=O)Cc2cc(N(C)C)ccc2O[C@H]1CN(C)S(C)(=O)=O,5,-2
O=C(O)C1=C[C@H](c2coc3ccccc3c2=O)C[C@H](OCCCCO)O1,1,x
Cc1ccccc1C(=O)c1ccc(Nc2ccc(Br)cc2N)cc1Cl,x,-11
COC(=O)c1c(-c2ccccc2)csc1NC(=O)c1cc(-c2cccnc2)nc2ccccc12,2,-8
COC(=O)[C@@]1(Cc2ccccc2N=[N+]=[N-])COC(c2ccc(OCCCO)cc2)=N1,-1,x
CNC[C@H]1Oc2ccc(NS(=O)(=O)c3ccccc3)cc2CC(=O)N([C@@H](C)CO)C[C@H]1C,0,3
COc1ccc(NC(=O)Nc2ccc3c(c2)C(=O)N([C@@H](C)CO)C[C@@H](C)[C@@H](CN(C)Cc2ccc(Oc4ccccc4)cc2)O3)cc1,1,x
COc1ccc(NC(=O)N(C)C[C@@H]2Oc3ccc(NC(=O)C4CC4)cc3C(=O)N([C@H](C)CO)C[C@@H]2C)cc1,-1,x
Cc1c(C)c2c(c(C)c1O)CCC(C)(COc1ccc(CC3SC(=O)NC3=O)cc1)O2 (centres undefined),-4,x
C[C@H]1CN([C@@H](C)CO)C(=O)CCCn2nncc2CO[C@H]1CN(C)C(=O)Nc1ccccc1C(F)(F)F,-5,-5
CC(C)NC(=O)N(C)C[C@@H]1Oc2ncc(C#CCC3CCCC3)cc2C(=O)N([C@H](C)CO)C[C@@H]1C,x,3
C[C@H](CO)N1C[C@H](C)[C@H](CN(C)C(=O)NC2CCCCC2)Oc2ccc(NS(=O)(=O)c3ccc(F)cc3)cc2CC1=O,2,6
COC(=O)c1c(NC(=O)COc2ccccc2)sc(C)c1-c1ccccc1,3,6

# Reprinted from the part before: five entries; new compounds follow.
SMILES,STK33 kin inh,p53 PUMA act
Cc1c(C)c2c(c(C)c1O)CCC(C)(COc1ccc(CC3SC(=O)NC3=O)cc1)O2 (centres undefined),-4,x
C[C@H]1CN([C@@H](C)CO)C(=O)CCCn2nncc2CO[C@H]1CN(C)C(=O)Nc1ccccc1C(F)(F)F,-5,-5
CC(C)NC(=O)N(C)C[C@@H]1Oc2ncc(C#CCC3CCCC3)cc2C(=O)N([C@H](C)CO)C[C@@H]1C,x,3
C[C@H](CO)N1C[C@H](C)[C@H](CN(C)C(=O)NC2CCCCC2)Oc2ccc(NS(=O)(=O)c3ccc(F)cc3)cc2CC1=O,2,6
COC(=O)c1c(NC(=O)COc2ccccc2)sc(C)c1-c1ccccc1,3,6
C[C@@H]1CCCCO[C@H](CN(C)C(=O)Cc2ccccc2)[C@@H](C)CN([C@H](C)CO)C(=O)c2cc(NC(=O)C3CCCCC3)ccc2O1,2,x
Cc1occc1C(=O)Nc1sc2c(c1C(=O)NCc1cccnc1)CCCC2,4,18
Cc1noc(C)c1NC(=O)N(C)C[C@H]1Oc2ccc(NC(=O)c3ccncc3)cc2CC(=O)N([C@@H](C)CO)C[C@@H]1C,2,5
COC(=O)COc1cccc(NC(=O)c2ccccc2-c2ccccc2C(=O)O)c1,-1,-7
Cc1ccc(N(C(C)C(=O)Nc2ccc(Oc3ccccc3)cc2)S(C)(=O)=O)cc1C (centres undefined),-2,-3
C[C@@H]1CCCCO[C@@H](CN(C)C(=O)Nc2cccc3ccccc23)[C@@H](C)CN([C@H](C)CO)C(=O)c2cc(NS(=O)(=O)c3ccccc3)ccc2O1,5,x
O=C(NCCO)c1nc(NCCO)c2ccccc2n1,1,18
C[C@H]1CN([C@@H](C)CO)S(=O)(=O)c2ccc(C#CC3CC3)cc2O[C@H]1CN(C)C(=O)c1ccccn1,x,1
Cc1noc(C)c1NC(=O)N(C)C[C@@H]1OCCCC[C@@H](C)Oc2ccc(NC(=O)c3ccncc3)cc2C(=O)N([C@H](C)CO)C[C@H]1C,x,4
CCC(Sc1ccccn1)C(=O)Nc1ccc(Br)cc1 (centres undefined),-7,-5
COc1ccc(S(=O)(=O)N(C)C[C@H]2OCc3cn(nn3)CCCC(=O)N([C@@H](C)CO)C[C@H]2C)cc1,1,x
COc1ccc(C(=O)NCC(=O)Nc2ccccc2C(F)(F)F)cc1OC,-1,-12
Cc1noc(C)c1NC(=O)N(C)C[C@@H]1Oc2ccc(NS(=O)(=O)c3c(C)noc3C)cc2CC(=O)N([C@H](C)CO)C[C@@H]1C,6,x
Cc1ccccc1CN(C)C[C@H]1OCc2cn(nn2)CCCC(=O)N([C@@H](C)CO)C[C@H]1C,-1,x
